# Assay outcomes as filed in PubChem.
# LDHA block: blocks human lactate dehydrogenase A. 480,000 tested, 0.15% active. purified LDHA, NADH/diaphorase-resazurin fluorescence; active compounds read low. activity change, % (values are at about 110 or 230 µM). AID 1347041; in the data active = activity change below about -30%; inconclusive = mostly about -25% to -30%;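 also: plate controls were DMSO wells for no effect and wells without enzyme for full effect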
#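 Remaining NADH was detected by diaphorase (0.133 mg/mL) converting 37 µM resazurin to fluorescent resorufin, read at 0 and 20 minutes. The preceding 5-minute room-temperature reaction used 2 nM LDHA, 0.2 mM sodium pyruvate and 0.06 mM NADH at pH 7.4.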
# Vif-APOBEC3G blk: blocks the Vif interaction with human APOBEC3G; Q9HC16; 410,000 tested, 0.076% active; HeLa A3G-eYFP + Vif (tagged APOBEC3G with the HIV-1 protein that degrades it), YFP fluorescence, overnight; Potency, µM (titrated, usually from 46.1 µM), without a hit: top-dose activity, negative = active, actives largely listed as inhibitors;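 also: potency is read from the fitted curve at half-maximal effect; % is scaled to controls: 0 for no effect and ±100 for the full control effect; nearly all actives have a fitted effect of over 60% in size; hits raise eYFP signal because A3G escapes Vif-driven loss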
#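 HeLa cells stably expressing Vif and C-terminally eYFP-tagged A3G, seeded overnight at 37 deg C, then exposed to compound by pintool overnight at 37 deg C. Rise in yellow fluorescence (Ex 488/Em 500-530, Acumen) marks blocked Vif-driven A3G degradation.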
# RXFP1 ag: agonists of human relaxin receptor RXFP1; HEK293T-RXFP1 cAMP TR-FRET, 30 min; response scale: percent of porcine relaxin response, buffer zero; Potency, µM (titrated, usually from 57.5 µM), for inactives: top-dose activation, usual class: activators; 370,000 tested, 0.3% active; also: potency is read from the fitted curve at half-maximal effect; % is scaled to controls: 0 for no effect and ±100 for the full control effect; nearly all actives have a fitted effect of over 60% in size; many of its hits are not listed in these tables
#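 HEK293T cells stably expressing RXFP1 were pretreated with the PDE4 inhibitor Ro 20174, exposed to compounds for 30 min at 37C, lysed, and cAMP was read by TR-FRET. Data normalized to buffer (basal) and 29 nM porcine relaxin (100%).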
# TrxR1 substrate: rat thioredoxin reductase 1 substrate activity; O89049; purified TrxR1 substrate turnover, NADPH consumption readout; Potency, µM (doses to about 114 µM), without a hit: top-dose activity change, negative = substrate turnover; 390,000 tested, 0.01% active; AID 588456; also: potency is read from the fitted curve at half-maximal effect; % is scaled to controls: 0 for no effect and ±100 for the full control effect; nearly all actives have a fitted effect of over 50% in size
#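 Rat TrxR1, dispensed at 90 nM, was prereduced with 400 uM NADPH (final) for 5 min at ~22 deg C, then incubated with compound 15 min before 400 uM selenite. A first-read NADPH fluorescence drop versus no-compound background flagged substrates.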
# Glioma ERSR ind: inducers of ER stress response in human glioma cells. U87-MG GRP78 promoter luciferase reporter, 16 h. Potency, µM, for the others: top-dose activation, actives largely listed as activators. 420,000 tested, 0.02% active. AID 602332; also: potency is read from the fitted curve at half-maximal effect; series mostly up to about 76 µM; % of control where 0% means no effect; nearly all actives have a fitted effect of over 35% in size
#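 ERSR induction read as luciferase luminescence (Bright-Glo, 10 min at room temperature) in stably transfected human U87-MG glioma cells exposed to compounds for 16 h, using GRP78 as sensor.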
# Vif-APOBEC3F blk: blocks the Vif interaction with APOBEC3F. HeLa A3F-eYFP + Vif (tagged APOBEC3F with the HIV-1 protein that degrades it), YFP fluorescence increase. AID 602313. 390,000 tested, 0.2% active. Potency, µM (titrated, usually from 46.1 µM), for inactives: at the top dose activity, negative = active; also: potency is read from the fitted curve at half-maximal effect; % of control where 0% means no effect; nearly all actives have a fitted effect of over 65% in size
#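 HeLa cells stably expressing A3F-eYFP plus Vif, plated and incubated overnight at 37 deg C, then exposed to compounds overnight at 37 deg C. Blocked degradation read as raised yellow fluorescence (Ex 488/Em 500-530).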
# mIDH1 inhibitor: inhibitors of human mutant IDH1 R132H | O75874 | IDH1-R132H enzyme, NADPH consumption, diaphorase/resazurin fluorescence | Potency, µM (highest dose often 76.6 µM), inactives show at the top dose activity change, negative = inhibition, actives largely listed as inhibitors | 390,000 tested, 0.093% active | AID 602179; also: potency is read from the fitted curve at half-maximal effect; % is scaled to controls: 0 for no effect and ±100 for the full control effect; nearly all actives have a fitted effect of over 65% in size
#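 IDH1-R132H (0.5 ug/mL dispensed) in pH 7.5 Tris buffer was preincubated 30 min with compound, then given a substrate mix of 0.016 mM NADPH and 2 mM alpha-KG for 80 min at room temperature; remaining NADPH was read by diaphorase/resazurin fluorescence.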
# PI4K2A inh: inhibitors of human PI4K2A; AID 1346378; purified PI4K2A, ADP-Glo luminescence, 1 h; active compounds read low; 420,000 tested, 0.13% active; Q9BTU6; activity change, negative = inhibition, % at 76.9 µM; in the data active = activity change below about -50%; inconclusive = mostly about -30% to -49%;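 also: -100% = wells without enzyme as full effect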
#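 In this quantitative HTS, ADP production by PI4K2A was quantified luminescently after 1 h at ambient temperature; 100 microM adenosine served as plate-quality control.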
# USP1-UAF1 inh: blocks the human USP1/UAF1 deubiquitinase complex. AID 743255. O94782. 390,000 tested, 0.23% active. recombinant USP1/UAF1, Ub-Rhodamine cleavage fluorescence. Potency, µM (titrated, usually from 57.1 µM), for the others: at the highest dose activity change, negative = inhibition, actives largely listed as inhibitors; also: potency is read from the fitted curve at half-maximal effect; % is scaled to controls: 0 for no effect and ±100 for the full control effect; nearly all actives have a fitted effect of over 60% in size; inactives centre near -12
# Target sequence (O94782 whole entry, looked up): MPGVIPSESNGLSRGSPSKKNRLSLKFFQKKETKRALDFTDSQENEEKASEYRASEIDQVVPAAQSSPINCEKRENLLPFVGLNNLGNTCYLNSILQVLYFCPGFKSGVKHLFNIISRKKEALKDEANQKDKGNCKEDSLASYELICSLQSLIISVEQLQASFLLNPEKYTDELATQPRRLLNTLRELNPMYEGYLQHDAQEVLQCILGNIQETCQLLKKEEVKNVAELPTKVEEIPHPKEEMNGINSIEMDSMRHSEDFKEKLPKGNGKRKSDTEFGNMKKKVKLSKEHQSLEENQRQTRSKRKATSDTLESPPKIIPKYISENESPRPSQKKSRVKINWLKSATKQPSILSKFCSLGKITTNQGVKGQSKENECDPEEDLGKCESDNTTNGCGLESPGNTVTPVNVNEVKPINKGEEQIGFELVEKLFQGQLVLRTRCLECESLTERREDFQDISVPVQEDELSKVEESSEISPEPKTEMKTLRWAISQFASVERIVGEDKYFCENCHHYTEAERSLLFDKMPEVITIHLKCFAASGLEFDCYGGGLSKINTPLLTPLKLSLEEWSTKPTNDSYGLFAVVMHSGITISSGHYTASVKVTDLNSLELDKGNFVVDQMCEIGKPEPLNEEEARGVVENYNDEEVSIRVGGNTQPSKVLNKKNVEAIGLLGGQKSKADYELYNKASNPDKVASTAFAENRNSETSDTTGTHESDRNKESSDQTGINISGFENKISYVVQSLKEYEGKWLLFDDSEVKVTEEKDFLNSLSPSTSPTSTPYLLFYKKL
#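 In this screen, compounds sit with the deubiquitinase complex (1nM) for 15 min at room temperature before Ub-Rho is added at 150nM final. Fluorescence rise is then followed for 6 reads every 60 seconds.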
# * marks the source's active call; other numbers are inactive results; ? = inconclusive; nt = not tested or not shown; & = joins results of further samples; [ ] = remark or other dose. Unless noted, calls follow the shape of the dose curve; as a rule, active = well fitted curve in the direction sought with a large enough effect; inconclusive = small, poorly fitted or top-dose-only effect, or another doubt; inactive = no such curve, though single readings can be large; an effect the other way counts as inactive or inconclusive. These rows are one share of the data; count on the stated rates, not on these rows.
# The line under a structure holds: RXFP1 ag	TrxR1 substrate	Glioma ERSR ind	Vif-APOBEC3G blk	mIDH1 inhibitor	USP1-UAF1 inh	PI4K2A inh	Vif-APOBEC3F blk	LDHA block
O=C(Nc1ccccc1C(=O)N1CCCC1)c1cccc(S(=O)(=O)N2CCCCCC2)c1
    0.9%	-2%	-5%	-5%	3%	-10%	-4	6%	-6
CC(=O)Nc1ccc(S(=O)(=O)NCCC(=O)OCC(=O)c2cc(C)ccc2C)cc1
    2.5%	-4%	-4%	-1%	0%	-15%	1	9%	-2
CN(C)c1cccc(C(=O)OC(C(=O)Nc2ccc([N+](=O)[O-])cc2Br)c2ccccc2)c1 (configuration not stated)
    -0.2%	-6%	-3%	-3%	4%	-9%	-2	-8%	-1
COc1cccc(CNC(=O)CCC2CCCN(C/C=C/c3ccccc3OC)C2)c1 (configuration not stated)
    0.5%	3%	-3%	0%	-1%	-20%	3	9%	-9
CC(C)(C)c1cc(CCC(=O)N2CCC2)cc(C(C)(C)C)c1O
    -2.0%	10%	2%	-10%	0%	-12%	-4	2%	4
CCOCCCNC(=O)Cn1cnc2sc(C)c(S(=O)(=O)N3CCN(c4ncccn4)CC3)c2c1=O
    7.0%	5%[57.1 µM]	-3%	-4%	4%	-11%	-1	-10%	-8
S=C(NCc1ccco1)N1CCOCC1
    -0.7%	-9%[57.1 µM]	3%	1%	1%	-4%	-1	15%	-7
COc1ccc(NS(=O)(=O)c2csc(C(=O)N3CCCC3)c2)cc1
    1.5%	2%	-5%	0%	-9%	-16%	0	-9%	-8
COc1ccc(C)cc1N1CC(C(=O)OCc2nc(N)nc(Nc3ccccc3C)n2)CC1=O (configuration not stated)
    2.7%	1%	-3%	-6%	-1%	-10%	-3	0%	-2
CN(C)c1ccc(/C=C/C(=O)c2ccccc2O)cc1
    1.2%	-12%	-5%	-4%	4%	?	0	-30%	0
COc1cccc(N2CCN(C(=O)c3ccc(NC(=O)c4nsc5ccccc45)cc3)CC2)c1
    2.8%	7%[57.1 µM]	-9%	-1%	-12%	-16%	-6	5%	-3
CC(C)CC(=O)Nc1ccc(Nc2ccccc2)cc1
    0.2%	14%[57.1 µM]	2%	0%	7%	-22%	-16	0%	8
C=CCSc1nc2ccsc2c(=O)n1-c1ccccc1
    2.3%	-22%[11.4 µM]	-5%	0%	14%	-17%	2	-3%	-2
COc1ccc(/C=C\c2onc(C)c2S(=O)(=O)N2CCC(C(=O)Nc3ccc(Cl)cc3)CC2)cc1
    3.3%	28%	0%	4%	-10%	-9%	-8	-5%	-10
COCC(C)NS(=O)(=O)c1ccc(NC(=O)c2ccccn2)cc1 (configuration not stated)
    -3.7%	2%	2%	2%	2%	-18%	1	1%	-1
Cc1cc(Cl)c(S(=O)(=O)NCc2ccncc2)cc1OCC(N)=O
    1.8%	2%	0%	3%	2%	-19%	-3	7%	-1
Cc1cc(NC(=O)c2ccccc2)n(C)n1
    2.1%	-8%	0%	0%	0%	-20%	7	3%	-4
Cc1noc(C)c1CSCC(=O)Nc1cc(C(F)(F)F)ccc1N1CCCCC1
    1.8%	-10%	-2%	-6%	2%	-26%	-4	0%	0
COc1cc(CN2CCCC(CCC(=O)NCc3ccc(C)o3)C2)cc2c1OCO2 (configuration not stated)
    -0.5%	0%	-1%	4%	-2%	0%	-9	-7%	-7
COc1cc(C)ccc1OCCSc1nc2ccc(NC(=O)c3ccccc3F)cc2s1
    ?	44%[activator]	1%	1%	11%	-24%	-2	-5%	2
CC(=O)C1C(c2ccc(Cl)cc2)NC(=O)NC1(O)C(F)(F)F (configuration not stated)
    0.8%	-1%	-2%	-5%	-9%	-7%	3	-5%	-7
Cc1nc2nc(-c3ccco3)nn2c(C)c1Cl
    8.2%	74%[activator][57.1 µM]	5%	?	1%	-11%	-2	-24%	1
Cc1ccc2cccc(OC(=O)c3c(F)cccc3Cl)c2n1
    nt	nt	-1%	-1%	nt	nt	-3	nt	5
COc1cc(OC)cc(C(=O)Nc2nc3ccc(S(C)(=O)=O)cc3s2)c1
    -0.5%	15%	2%	-9%	-3%	-20%	-5	8%	-4
O=C(COC(=O)c1cc(S(=O)(=O)N2CCOCC2)ccc1O)NCCc1ccccc1
    0.7%	22%	-7%	1%	0%	-7%	2	2%	-3
CN(C)C(=O)c1ccc(-c2cc(C(F)(F)F)nn2C)s1
    0.5%	4%[57.1 µM]	5%	3%	3%	-15%	-1	-2%	-8
Cc1cc(C)n(-c2nc(NCCO)c3c4c(sc3n2)CCCC4)n1
    0.0%	12%	0%	0%	5%	-18%	-3	2%	1
COc1ccc(-c2nc3c(C)cc(Br)cn3c2CC2CCCCC2)cc1OC
    nt	nt	-4%	-15%	nt	nt	-14	nt	2
CC(=O)N1c2ccc(S(=O)(=O)N3CCOCC3)cc2CC1C (configuration not stated)
    1.1%	5%	-2%	-1%	0%	-22%	-21	-10%	-2
Cc1ccc(NC(=O)COC(=O)CNC(=O)c2ccc(C)s2)cc1
    2.5%	1%[57.1 µM]	-3%	-4%	3%	-23%	-5	5%	-2

# Whole records as entered above:
# `CCOCCCNC(=O)Cn1cnc2sc(C)c(S(=O)(=O)N3CCN(c4ncccn4)CC3)c2c1=O` is entered as RXFP1 ag: 7.0%; TrxR1 substrate: 5%[57.1 µM]; Glioma ERSR ind: -3%; Vif-APOBEC3G blk: -4%; mIDH1 inhibitor: 4%; USP1-UAF1 inh: -11%; PI4K2A inh: -1; Vif-APOBEC3F blk: -10%; LDHA block: -8
# `Cc1ccc2cccc(OC(=O)c3c(F)cccc3Cl)c2n1` is entered as RXFP1 ag: nt; TrxR1 substrate: nt; Glioma ERSR ind: -1%; Vif-APOBEC3G blk: -1%; mIDH1 inhibitor: nt; USP1-UAF1 inh: nt; PI4K2A inh: -3; Vif-APOBEC3F blk: nt; LDHA block: 5

# Sorted by length of the SMILES (highest first): part of the list above
# The line under a structure holds: RXFP1 ag	TrxR1 substrate	Glioma ERSR ind	Vif-APOBEC3G blk	mIDH1 inhibitor	USP1-UAF1 inh	PI4K2A inh	Vif-APOBEC3F blk	LDHA block
O=C(Nc1ccccc1C(=O)N1CCCC1)c1cccc(S(=O)(=O)N2CCCCCC2)c1
    0.9%	-2%	-5%	-5%	3%	-10%	-4	6%	-6
CC(=O)Nc1ccc(S(=O)(=O)NCCC(=O)OCC(=O)c2cc(C)ccc2C)cc1
    2.5%	-4%	-4%	-1%	0%	-15%	1	9%	-2
COc1ccc(NS(=O)(=O)c2csc(C(=O)N3CCCC3)c2)cc1
    1.5%	2%	-5%	0%	-9%	-16%	0	-9%	-8
Cc1cc(Cl)c(S(=O)(=O)NCc2ccncc2)cc1OCC(N)=O
    1.8%	2%	0%	3%	2%	-19%	-3	7%	-1
S=C(NCc1ccco1)N1CCOCC1
    -0.7%	-9%[57.1 µM]	3%	1%	1%	-4%	-1	15%	-7

# The list continues:
# The line under a structure holds: RXFP1 ag	TrxR1 substrate	Glioma ERSR ind	Vif-APOBEC3G blk	mIDH1 inhibitor	USP1-UAF1 inh	PI4K2A inh	Vif-APOBEC3F blk	LDHA block
CCN(CC)CC#CC(O)(c1ccccc1)c1ccccc1
    -1.0%	8%[57.1 µM]	0%	-1%	19%	-11%	0	-16%	-13
O=C(OCc1ccccc1)C1=NNC2C(=O)N(c3ccccc3)C(=O)C12 (configuration not stated)
    0.6%	8%[57.1 µM]	0%	5%	0%	-18%	2	2%	-7
COCCCN1C(=O)C(=O)/C(=C(/O)c2ccc(OC(C)C)cc2)C1c1ccc(O)c(OC)c1 (configuration not stated)
    3.0%	-19%	-3%	0%	-1%	-2%	3	-7%	2
CCOC(=O)c1c(C)[nH]c(C)c1S(=O)(=O)N1CCCC(C(=O)Nc2ncccc2C)C1 (configuration not stated)
    -1.6%	4%[57.1 µM]	-3%	6%	0%	-25%	0	-1%	4
COCCOC(=O)c1c(C)n(C)c2ccc(OC(=O)c3cccs3)cc12
    2.7%	2%	0%	-1%	7%	-10%	2	0%	-9
Cc1c(NC(=O)C(C)Sc2n[nH]c(N)n2)c(=O)n(-c2ccccc2)n1C (configuration not stated)
    -0.1%	7%[57.1 µM]	-2%	-4%	9%	-16%	3	-2%	-3
COc1ccccc1-n1nnnc1SCC(=O)N(C)C1CCS(=O)(=O)C1 (configuration not stated)
    -2.9%	1%	-5%	-4%	11%	-13%	-1	1%	-1
COC(=O)C(Cc1ccc(O)cc1)N1Cc2ccccc2C1=O (configuration not stated)
    3.6%	-2%	4%	-6%	0%	-15%	4	0%	-6
O=C(c1cnn2c(-c3ccccc3)cc(-c3ccccc3)nc12)N1CCN(Cc2ccccc2)CC1
    nt	24%	1%	2%	0%	-7%	-2	3%	-3
COc1ccccc1CCN=C(N)NS(=O)(=O)c1ccc(C)cc1
    4.9%	0%	1%	-4%	4%	-26%	-1	?	-5
CC(/C=C/c1ccccc1)=N\NC(=O)c1cc(C)[nH]n1
    0.3%	-16%	1%	4%	-12%	-13%	3	-2%	-4
CCc1cccc(N(C)C(N)=Nc2cccc3ccccc23)c1
    -2.4%	7%[57.1 µM]	0%&-6%&0%	0%	-7%	?	0&4&2	3%	-6
O=C(CSc1nnnn1C1CCCC1)Nc1cccc(NC(=O)c2ccco2)c1
    1.3%	5%	-1%	1%	8%	?	-3	-5%	-6
O=C1CCCN1c1nccs1
    2.8%	-9%[57.1 µM]	-5%	3%	-5%	-12%	2	1%	-7
